Yp Topo-I inh – blocks Yersinia pestis topoisomerase I activity | Y. pestis Topo-I cleavage product accumulation, plate reader | 360,000 tested, 0.064% active | activity, % at 10 µM; in the data active = activity above about 50%, passing the limit was not always enough; inconclusive = no clear call, values can overlap the other calls; note: inactives centre near 2
Anthrax LF inh2 – inhibitors of Bacillus anthracis lethal factor protease; multiplex microsphere protease cleavage assay, LF; inhibition, % at 10 µM; 360,000 tested, 0.12% active; AID 588501; note: plate controls were buffer without enzyme for full effect and enzyme alone for no effect
SARS 3CLpro inh – SARS-CoV 3CLpro protease inhibition. P0C6X7. recombinant SARS-CoV 3CLpro, quenched FRET peptide cleavage. inhibition, % at 6 µM. 290,000 tested, 0.14% active; in the data active = inhibition above about 12%
TcdB inh – blocks C. difficile toxin B glycohydrolase activity; P18177; TcdB glycohydrolase enzymatic assay, plate reader; inhibition, % at 9.99 µM; 350,000 tested, 0.24% active; in the data active = inhibition above about 10%
Target sequence (P18177 whole entry, looked up): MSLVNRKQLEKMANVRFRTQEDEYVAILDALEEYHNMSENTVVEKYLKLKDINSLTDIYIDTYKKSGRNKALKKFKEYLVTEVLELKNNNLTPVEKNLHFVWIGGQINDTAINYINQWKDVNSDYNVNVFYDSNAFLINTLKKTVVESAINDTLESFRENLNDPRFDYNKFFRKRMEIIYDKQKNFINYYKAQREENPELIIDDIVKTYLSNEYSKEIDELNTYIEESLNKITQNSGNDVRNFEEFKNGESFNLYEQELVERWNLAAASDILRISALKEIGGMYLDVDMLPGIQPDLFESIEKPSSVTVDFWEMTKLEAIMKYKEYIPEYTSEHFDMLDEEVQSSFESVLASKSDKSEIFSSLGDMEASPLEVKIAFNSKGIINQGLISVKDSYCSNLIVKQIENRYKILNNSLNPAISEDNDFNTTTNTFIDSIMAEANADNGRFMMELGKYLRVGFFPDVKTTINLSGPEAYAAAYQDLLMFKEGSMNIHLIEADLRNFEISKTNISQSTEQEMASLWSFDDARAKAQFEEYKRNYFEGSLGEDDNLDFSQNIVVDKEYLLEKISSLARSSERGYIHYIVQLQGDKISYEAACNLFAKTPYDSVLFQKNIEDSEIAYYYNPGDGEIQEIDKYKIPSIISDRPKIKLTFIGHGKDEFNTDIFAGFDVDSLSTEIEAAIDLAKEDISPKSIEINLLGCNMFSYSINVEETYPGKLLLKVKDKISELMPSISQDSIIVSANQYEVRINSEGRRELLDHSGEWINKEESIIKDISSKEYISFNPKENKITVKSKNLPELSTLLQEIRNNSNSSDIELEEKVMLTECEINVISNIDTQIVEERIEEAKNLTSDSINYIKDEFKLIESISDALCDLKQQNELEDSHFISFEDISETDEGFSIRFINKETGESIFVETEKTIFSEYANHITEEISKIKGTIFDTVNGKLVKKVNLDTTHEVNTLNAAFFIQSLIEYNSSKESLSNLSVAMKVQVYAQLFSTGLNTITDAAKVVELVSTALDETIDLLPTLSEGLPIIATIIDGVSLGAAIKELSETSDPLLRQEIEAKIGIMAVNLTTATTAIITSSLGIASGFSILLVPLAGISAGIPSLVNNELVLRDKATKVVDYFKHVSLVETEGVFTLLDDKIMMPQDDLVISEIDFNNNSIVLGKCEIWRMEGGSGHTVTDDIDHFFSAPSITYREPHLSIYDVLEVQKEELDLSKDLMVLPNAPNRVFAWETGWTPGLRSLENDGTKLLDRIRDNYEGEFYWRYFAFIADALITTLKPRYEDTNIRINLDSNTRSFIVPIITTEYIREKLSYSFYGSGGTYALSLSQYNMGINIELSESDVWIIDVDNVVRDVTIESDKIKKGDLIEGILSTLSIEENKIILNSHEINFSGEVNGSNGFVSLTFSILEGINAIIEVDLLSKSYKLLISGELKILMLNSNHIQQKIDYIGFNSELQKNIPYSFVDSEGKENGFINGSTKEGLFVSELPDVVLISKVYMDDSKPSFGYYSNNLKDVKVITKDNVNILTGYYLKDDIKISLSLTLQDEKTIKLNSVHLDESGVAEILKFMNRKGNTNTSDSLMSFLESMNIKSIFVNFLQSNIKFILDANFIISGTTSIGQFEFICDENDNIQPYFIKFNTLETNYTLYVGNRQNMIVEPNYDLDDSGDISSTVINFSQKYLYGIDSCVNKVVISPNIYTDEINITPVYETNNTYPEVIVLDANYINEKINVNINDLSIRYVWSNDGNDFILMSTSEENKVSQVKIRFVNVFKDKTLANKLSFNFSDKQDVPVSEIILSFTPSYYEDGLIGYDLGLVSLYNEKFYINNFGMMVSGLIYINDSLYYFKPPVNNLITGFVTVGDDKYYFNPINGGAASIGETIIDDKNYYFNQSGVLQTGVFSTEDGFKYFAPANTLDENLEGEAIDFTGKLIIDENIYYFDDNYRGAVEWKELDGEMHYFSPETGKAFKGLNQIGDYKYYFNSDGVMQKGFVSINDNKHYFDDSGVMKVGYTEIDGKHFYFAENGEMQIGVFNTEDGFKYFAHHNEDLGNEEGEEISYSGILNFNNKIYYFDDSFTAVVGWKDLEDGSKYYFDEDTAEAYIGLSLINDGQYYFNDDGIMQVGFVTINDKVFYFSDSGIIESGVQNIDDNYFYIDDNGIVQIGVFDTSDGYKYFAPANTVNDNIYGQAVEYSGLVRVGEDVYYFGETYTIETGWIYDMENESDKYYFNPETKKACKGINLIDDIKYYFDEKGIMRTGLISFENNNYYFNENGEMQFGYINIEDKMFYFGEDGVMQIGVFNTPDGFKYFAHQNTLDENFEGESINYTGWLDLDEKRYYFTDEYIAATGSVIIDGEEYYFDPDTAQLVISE
PrPC surface inh – cell surface PrPC inhibition, primary TR-FRET screen. TR-FRET read-out. inhibition, % at 13.8 µM. 370,000 tested, 0.43% active. AID 720596; in the data active = inhibition above about 24%; note: 0% = median of the test wells and 100% = reference compound wells
PfHsp40 rescue – rescue of PfHsp40-mediated yeast toxicity | 340,000 tested, 0.68% active | S. cerevisiae expressing PfHsp40, growth rescue, ATP luminescence | AID 504582 | growth rescue, % at 12.5 µM; in the data active = growth rescue above about 28%, passing the limit was not always enough; inconclusive = no clear call, values can overlap the other calls;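 note: yeast W303a lacking pdr1 and pdr3 grown in galactose medium; growth measured after three days at 30 °C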
BH1578 lux ind – quorum light induction in luxS cqsA deficient V. cholerae; V. cholerae BH1578 lux reporter, luminescence, 6 h; 350,000 tested, 0.16% active; activation, % at 18.7 µM; AID 588436; in the data active = activation mostly above about 9.7%, no sharp cut-off; inconclusive = no clear call, values can overlap the other calls; inactive = mostly below about 3.7%; note: not every result past the cut was called active; inactives centre near 0; reference of the scale not given here
PriA SSB inh – blocks PriA binding to SSB C-terminal tail; AlphaScreen SSBct-PriA binding, biotinylated peptide; inhibition, % at 33 µM; 430,000 tested, 0.6% active; AID 1272365; in the data active = inhibition mostly above about 37%, no sharp cut-off; inactive = mostly below about 20%;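 note: plate controls were negative control peptide for no effect and reference peptide for full effect; strong numbers were not always called active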
BoNT A protease – inhibitors of Botulinum neurotoxin A light chain protease; multiplex microsphere protease substrate cleavage, flow cytometry; inhibition, % at 10 µM; 360,000 tested, 0.17% active; note: plate controls were buffer without enzyme for full effect and enzyme alone for no effect
Starred values were filed as active, the others as inactive. Cut-off read from the data, not from the text of the source, unless noted: active = inhibition above about 30%; inconclusive = no clear call, values can overlap the other calls; inactive = below that. Some of the compounds tested; count on the stated rates, not on these rows.

`O=C(CC1C(=O)NCCN1Cc1ccc(Cl)c(F)c1)NC1CCC1` (stereo not drawn) gave Yp Topo-I inh 3.3, Anthrax LF inh2 -3.4, SARS 3CLpro inh 9.0, TcdB inh 0.7, PrPC surface inh 2.1, PfHsp40 rescue -1.0, BH1578 lux ind -0.1, PriA SSB inh 3.9 and BoNT A protease 0.9.
For O=S(=O)(c1ccc2c(c1)CCCN2)N1CCCC1 the results were Yp Topo-I inh -10.6, Anthrax LF inh2 -5.7, TcdB inh -5.4, PrPC surface inh 11.3, PfHsp40 rescue 0.5, BH1578 lux ind inactive, PriA SSB inh -10.7 and BoNT A protease -0.5.
`CN1C(=O)C(C2(C#N)CCCCC2)C(=O)N(C)C1=O` gave Yp Topo-I inh 7.0, Anthrax LF inh2 -1.7, SARS 3CLpro inh 0.8, PrPC surface inh 3.6, PfHsp40 rescue 0.4, BH1578 lux ind -0.5, PriA SSB inh -5.2 and BoNT A protease -0.2.
O=C(C1CC1)N1CCN=C1SCc1cccc(F)c1 was read as Yp Topo-I inh 3.4, Anthrax LF inh2 -18.5, SARS 3CLpro inh -0.8, TcdB inh 0.8, PrPC surface inh 8.9, PfHsp40 rescue -0.1, BH1578 lux ind -0.3, PriA SSB inh -2.6 and BoNT A protease 0.2.
N#Cc1ccsc1NC(=O)CN1CCN(c2ccccc2)CC1 was read as Yp Topo-I inh -6.3, Anthrax LF inh2 -0.8, SARS 3CLpro inh 2.5, TcdB inh 1.3, PrPC surface inh -4.4, PfHsp40 rescue -0.6, BH1578 lux ind 0.1, PriA SSB inh -4.5 and BoNT A protease -0.1.
For O=C(CN1CCN(S(=O)(=O)c2ccc(Cl)cc2)CC1)N1CCCC1 the results were Yp Topo-I inh 1.3, TcdB inh -0.4, PrPC surface inh -2.2, PfHsp40 rescue 0.0, BH1578 lux ind -0.2 and PriA SSB inh 1.5.
Screening CCOC(=O)c1cc(-c2ccccc2)sc1NC(=O)C(C)OC(=O)c1cccnc1OCC (stereo not drawn) returned Yp Topo-I inh -5.5, Anthrax LF inh2 -2.5, SARS 3CLpro inh 4.4, TcdB inh 1.3, PrPC surface inh 7.5, PfHsp40 rescue 0.5, BH1578 lux ind inactive, PriA SSB inh -5.5 and BoNT A protease -0.9.
`CCc1ccc(OCC(=O)NN2Cc3ccccc3C2=N)cc1` gave Yp Topo-I inh 0.0, Anthrax LF inh2 -0.8, SARS 3CLpro inh -0.8, TcdB inh -0.5, PrPC surface inh 6.3, PfHsp40 rescue 0.1, BH1578 lux ind -1.4, PriA SSB inh -17.3 and BoNT A protease 0.1.
Cc1oc(CN2CCOCC2)cc1C(=O)O was read as Yp Topo-I inh -9.5, Anthrax LF inh2 0.2, SARS 3CLpro inh 1.4, TcdB inh -0.6, PrPC surface inh 4.6, PfHsp40 rescue -1.7, BH1578 lux ind -0.6, PriA SSB inh -9.1 and BoNT A protease 0.6.
`CCOc1ccc(N2C(=O)CC(N3CCN(c4ccc(Cl)cc4)CC3)C2=O)cc1` (stereo not drawn) gave Yp Topo-I inh 6.7, Anthrax LF inh2 13.2, SARS 3CLpro inh 5.4, TcdB inh 0.4, PrPC surface inh 0.5, PfHsp40 rescue 0.5, BH1578 lux ind inactive, PriA SSB inh -18.3 and BoNT A protease 0.4.
`Oc1ccccc1-c1n[nH]c(=S)n1Cc1ccco1` gave Yp Topo-I inh -7.1, Anthrax LF inh2 -2.2, SARS 3CLpro inh 3.3, PrPC surface inh -4.9, PfHsp40 rescue 0.7, BH1578 lux ind inactive, PriA SSB inh 5.0 and BoNT A protease 0.0.
`CCC1CCCCN1C(=O)COc1ccc(N(C)S(=O)(=O)c2ccc(C)cc2)cc1` (stereo not drawn) gave Yp Topo-I inh inconclusive, Anthrax LF inh2 -1.4, SARS 3CLpro inh 0.0, TcdB inh 0.8, PrPC surface inh -5.9, PfHsp40 rescue 1.0, BH1578 lux ind inactive, PriA SSB inh -15.4 and BoNT A protease -0.2.
`COc1ccc(NC(=O)CSc2ccc3nnc(-c4ccccn4)n3n2)cc1OC` gave Yp Topo-I inh -9.8, Anthrax LF inh2 -5.4, SARS 3CLpro inh -4.0, TcdB inh 1.0, PrPC surface inh 0.0, PfHsp40 rescue -1.4, BH1578 lux ind -0.7, PriA SSB inh 1.4 and BoNT A protease -3.9.
For CC(C)(C)N1CSC(=S)N(Cc2ccccc2)C1 the results were Yp Topo-I inh 7.4, Anthrax LF inh2 -1.4, SARS 3CLpro inh 0.6, TcdB inh -0.7, PrPC surface inh -1.6, PfHsp40 rescue -1.1, BH1578 lux ind -1.2, PriA SSB inh -0.2 and BoNT A protease -0.1.
Screening Cc1cnc(C(=O)OCC(=O)NCCCc2ccccc2)cn1 returned Yp Topo-I inh -8.6, Anthrax LF inh2 -2.3, SARS 3CLpro inh -5.3, TcdB inh 1.1, PrPC surface inh -2.4, PfHsp40 rescue -0.1, BH1578 lux ind 0.6, PriA SSB inh -5.8 and BoNT A protease 1.3.
For S=C(Nc1ccc2snnc2c1)N1CCN(c2ccccn2)CC1 the results were Yp Topo-I inh -5.7, Anthrax LF inh2 1.4, SARS 3CLpro inh -1.8, TcdB inh -7.2, PrPC surface inh 9.0, PfHsp40 rescue -0.6, BH1578 lux ind -1.4, PriA SSB inh -5.5 and BoNT A protease 0.7.
For O=C(c1ccco1)c1cn(Cc2ccc(Cl)cc2)c2ccccc12 the results were Yp Topo-I inh 26.9, Anthrax LF inh2 -2.3, SARS 3CLpro inh -1.9, PrPC surface inh 0.4, PfHsp40 rescue 0.0, BH1578 lux ind inactive, PriA SSB inh -1.0 and BoNT A protease -0.3.
`Nc1nc2c(ncn2[C@@H]2O[C@H](CNCc3ccc(Oc4cc(-n5cccn5)ncn4)cc3)[C@@H](O)[C@H]2O)c(=O)[nH]1` gave Anthrax LF inh2 -7.9, TcdB inh 2.0, PrPC surface inh -3.0 and BoNT A protease -0.2.
C[C@@]12C(=O)N(CC3CC3)CC(=O)N1[C@H](C1CC1)[C@@H]1C(=O)N(c3ccccc3)C(=O)[C@@H]12 was read as Yp Topo-I inh 10.9, Anthrax LF inh2 12.9, SARS 3CLpro inh -2.6, TcdB inh 1.2, PrPC surface inh 2.6, PfHsp40 rescue -1.1, BH1578 lux ind inactive, PriA SSB inh 0.3 and BoNT A protease -1.6.
For Cn1c(NC(=O)c2ccc(F)cc2)nc2ccccc21 the results were Yp Topo-I inh 0.1, Anthrax LF inh2 7.9, SARS 3CLpro inh -0.2, TcdB inh 3.3, PrPC surface inh -5.2, PfHsp40 rescue 0.1, BH1578 lux ind inactive, PriA SSB inh -13.8 and BoNT A protease 1.9.
COC(=O)c1cc(-c2ccccc2)nc2nc(SC)[nH]c(=O)c12 was read as Yp Topo-I inh 3.7, Anthrax LF inh2 -9.4, SARS 3CLpro inh -1.1, TcdB inh 0.1, PrPC surface inh 2.5, PfHsp40 rescue 0.3, BH1578 lux ind inactive, PriA SSB inh -1.8 and BoNT A protease -2.8.
Screening COc1ccccc1N1CCN(C(CNS(C)(=O)=O)c2cccnc2)CC1 (stereo not drawn) returned Yp Topo-I inh 0.8, Anthrax LF inh2 0.6, SARS 3CLpro inh 3.0, TcdB inh 0.0, PrPC surface inh -3.5, PfHsp40 rescue -0.1, BH1578 lux ind 1.6, PriA SSB inh -0.7 and BoNT A protease 0.8.
`COc1cc(OC)c(S(=O)(=O)N2CCN(C(=O)c3ccco3)CC2)cc1NC(C)=O` gave Yp Topo-I inh -4.1, Anthrax LF inh2 -1.0, SARS 3CLpro inh 0.1, TcdB inh -0.1, PrPC surface inh 3.5, PfHsp40 rescue -1.6, BH1578 lux ind -0.1, PriA SSB inh -12.3 and BoNT A protease -0.7.
Screening Cn1c(CSCCOc2ccccc2)n[nH]c1=S returned Yp Topo-I inh 1.4, Anthrax LF inh2 inconclusive, SARS 3CLpro inh 5.1, TcdB inh 1.9, PrPC surface inh 8.7, PfHsp40 rescue 1.1, BH1578 lux ind -0.2, PriA SSB inh -4.3 and BoNT A protease -4.0.
For Cc1onc(-c2c(F)cccc2Cl)c1C(=O)OCC(=O)Nc1c(C)n(C)n(-c2ccccc2)c1=O the results were Yp Topo-I inh -7.3, Anthrax LF inh2 -0.7, SARS 3CLpro inh 2.2, PrPC surface inh -4.0, PfHsp40 rescue 0.2, BH1578 lux ind -0.6, PriA SSB inh -13.3 and BoNT A protease -0.7.
Screening CC(C)NC(=S)N/N=C/c1sc(N2CCCCC2)nc1-c1cccs1 returned Yp Topo-I inh -7.1, Anthrax LF inh2 7.9, SARS 3CLpro inh 1.6, TcdB inh 0.2, PrPC surface inh 0.4, PfHsp40 rescue -0.2, BH1578 lux ind inactive and BoNT A protease 32.7*.
`O=C(N/N=C/c1c(O)n(Cc2ccccc2)c(=O)c2ccccc12)c1cccnc1` gave Yp Topo-I inh -1.1, Anthrax LF inh2 -5.1, SARS 3CLpro inh 6.2, TcdB inh -2.8, PrPC surface inh -1.4, PfHsp40 rescue 431.0*, BH1578 lux ind inactive and BoNT A protease 0.1.
O=C(COc1ccc2oc(-c3ccccc3)cc(=O)c2c1)NCc1ccco1 was read as Yp Topo-I inh 20.1, Anthrax LF inh2 -5.2, SARS 3CLpro inh -1.7, PfHsp40 rescue 0.0, BH1578 lux ind -0.4, PriA SSB inh -5.8 and BoNT A protease -1.2.
Screening OCCC1CN(Cc2cccn2-c2cccnc2)CCN1Cc1ccc(F)cc1 (stereo not drawn) returned Yp Topo-I inh 0.7, Anthrax LF inh2 -3.4, SARS 3CLpro inh 1.3, TcdB inh 0.1, PrPC surface inh -4.8, PfHsp40 rescue -0.3, BH1578 lux ind -0.3, PriA SSB inh 1.4 and BoNT A protease 0.0.
Screening O=C(CNC(=S)N(CCCN1CCOCC1)Cc1cccs1)NCc1ccccc1Cl returned Yp Topo-I inh 13.8, Anthrax LF inh2 -2.7, SARS 3CLpro inh 0.4, TcdB inh -6.5, PrPC surface inh -5.5, PfHsp40 rescue 0.8, BH1578 lux ind -0.3, PriA SSB inh -2.6 and BoNT A protease 0.7.
`COc1cccc([C@@H]2Oc3ccc(OC)cc3C(=O)[C@H]2O)c1` gave Yp Topo-I inh 7.9, Anthrax LF inh2 -1.8, SARS 3CLpro inh -1.6, PfHsp40 rescue 0.2, BH1578 lux ind -3.0, PriA SSB inh -13.9 and BoNT A protease 0.3.
Screening Cc1ccc(/C=N/n2c(-c3ccccn3)n[nH]c2=S)o1 returned Yp Topo-I inh -3.8, Anthrax LF inh2 -12.0, SARS 3CLpro inh -1.3, TcdB inh 4.0, PrPC surface inh 5.2, PfHsp40 rescue -0.9, BH1578 lux ind -0.4 and BoNT A protease -5.1.
For CN(C/C=C/c1ccccc1[N+](=O)[O-])Cc1ccccc1 the results were Yp Topo-I inh -1.3, Anthrax LF inh2 -5.5, SARS 3CLpro inh 0.5, TcdB inh 0.9, PrPC surface inh -10.5, PfHsp40 rescue 0.3, BH1578 lux ind inactive, PriA SSB inh -1.7 and BoNT A protease 1.7.
`CC(=O)N1CCOc2ccc(S(=O)(=O)NC[C@H]3O[C@@H](n4ccc(=O)[nH]c4=O)[C@H](O)[C@@H]3O)cc21` gave Yp Topo-I inh -9.2, Anthrax LF inh2 -2.2, TcdB inh 0.8, PrPC surface inh -1.1, PfHsp40 rescue -0.5, BH1578 lux ind -0.5, PriA SSB inh -26.5 and BoNT A protease -0.4.
CS(=O)(=O)N(CC(=O)NCc1ccc2c(c1)OCO2)C1CCCCC1 was read as Yp Topo-I inh 12.9, Anthrax LF inh2 -4.3, SARS 3CLpro inh -3.1, TcdB inh -0.4, PrPC surface inh -4.6, PfHsp40 rescue -1.0, BH1578 lux ind -0.2, PriA SSB inh -2.5 and BoNT A protease -0.4.
`CCOC(=O)N1CCN(C(=O)CSc2nc(=O)n3cc(C)ccc3n2)CC1` gave Yp Topo-I inh 1.9, Anthrax LF inh2 2.3, TcdB inh 1.7, PrPC surface inh -4.3, PfHsp40 rescue 0.2, BH1578 lux ind -0.3, PriA SSB inh 2.7 and BoNT A protease 3.3.
